# hERG WT inh: blocks the wildtype human KCNH2 potassium channel. Q12809. U2OS, BacMam KCNH2, thallium flux FluxOr; hits give low values. activity change, % at 1.84 µM. hit rate 0.37% among 340,000;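 active = maximum activity change below -70%; inconclusive = maximum activity change between -70% and -50%; inactive = maximum activity change above -50%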; note: % is set by controls: 0 for no effect and ±100 for the full control effect
#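 U2OS cells were transduced with wild-type KCNH2 virus (2.03 x 10^8 / mL) for 4 h at room temperature, then cultured overnight at 37 C. Thallium flux was read with FluxOr dye. Rate constants were normalized to DMSO controls.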
# USP2a block: USP2a (human) protease inhibition. O75604. USP2 core, Ub-CHOP2 coupled fluorogenic reporter, 485/531. Potency, µM (highest dose often 38.3 µM), for the others: at the highest dose activity change, negative = inhibition, actives largely listed as inhibitors. hit rate 0.01% among 330,000;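 note: potency is the fitted concentration of half-maximal effect; plate controls were DMSO wells for no effect and full inhibition by NEM control for full effect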
#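 Cell-free coupled assay: 10nM USP2 core preincubated 30min RT with compound in Tris-HCl pH 8.0/CaCl2/CHAPS buffer, then 25nM Ub-CHOP2 and 25nM reporter substrate; fluorescence (Ex 485/Em 531) read after 60min RT, normalized to NEM inhibition, concentration-response curves fitted.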
# Menin MLL FP TR: menin-MLL binding inhibition, Texas Red mutant peptide; Menin + Texas Red MLL mutant peptide, fluorescence polarization; hit rate 0.23% among 270,000; Potency, µM (series often up to 61.6 µM), without a hit: top-dose FP activity change, negative = inhibition, hits mostly inhibitors; O00255; active = well fitted inhibition curve with a large enough effect in the polarisation, with a control signal flat, not every such curve was filed as active; inconclusive = small, poorly fitted or top-dose-only effect, or effect the other way, or a change in a side signal; inactive = no such curve, though single readings can be large or run the other way; the % refers to the polarisation; note: potency is the fitted concentration of half-maximal effect; % of control where 0% means no effect; many of its hits are not listed in these tables
# Target sequence (O00255 whole entry, looked up): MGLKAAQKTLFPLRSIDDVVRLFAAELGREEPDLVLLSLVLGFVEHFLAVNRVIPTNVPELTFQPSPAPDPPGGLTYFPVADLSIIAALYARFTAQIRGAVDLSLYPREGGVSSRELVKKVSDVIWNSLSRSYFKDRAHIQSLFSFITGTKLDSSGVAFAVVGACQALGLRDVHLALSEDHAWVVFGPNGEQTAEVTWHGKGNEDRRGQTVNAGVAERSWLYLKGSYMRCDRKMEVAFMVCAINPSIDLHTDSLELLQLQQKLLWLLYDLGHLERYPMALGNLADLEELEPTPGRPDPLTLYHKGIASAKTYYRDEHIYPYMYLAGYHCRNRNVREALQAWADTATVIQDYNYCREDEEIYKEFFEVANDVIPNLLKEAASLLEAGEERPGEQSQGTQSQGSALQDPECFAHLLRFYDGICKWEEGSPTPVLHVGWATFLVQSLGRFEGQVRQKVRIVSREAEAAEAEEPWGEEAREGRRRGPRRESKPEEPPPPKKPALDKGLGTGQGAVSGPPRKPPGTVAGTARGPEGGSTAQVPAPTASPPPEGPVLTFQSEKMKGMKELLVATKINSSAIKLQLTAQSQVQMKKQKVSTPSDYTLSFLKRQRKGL
# S-ASM inh: inhibitors of human secretory acid sphingomyelinase; Potency, µM (highest dose often 57.5 µM), without a hit: at the highest dose activity change, negative = inhibition, actives largely listed as inhibitors; AID 504937; placental ASM, HMU-PC fluorogenic substrate, 60 min; hit rate 0.006% among 340,000; note: potency is the fitted concentration of half-maximal effect
#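 Human placenta-derived ASM enzyme was preincubated with compound for 10 minutes at room temperature, then given fluorogenic substrate HMU-PC0 (9 uM final) for 60 minutes at 37 °C; a pH 10 stop preceded fluorescence reading at Ex 386/Em 447 nm.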
# Chronic BCR inh: chronic active BCR signaling inhibition | AID 493014 | Potency, µM (doses to about 46.1 µM), inactives show top-dose ratio change, negative = lower green/red ratio, hits mostly inhibitors | ABC-DLBCL IkBa-CBG/CBR reporter, luminescence ratio, 4 h | hit rate 0.05% among 340,000; active = well fitted inhibition curve with a large enough effect in the signal ratio, with a control signal flat, not every such curve was filed as active; inconclusive = small, poorly fitted or top-dose-only effect, or effect the other way, or a change in a side signal; the % refers to the signal ratio;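 note: potency is the fitted concentration of half-maximal effect; plate controls were basal doxycycline-induced cells for no effect and cells given 10 µM MG132 for full effect; MG132 reads +100%, hits lower the ratio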
#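 Cell line TMD8 (human ABC DLBCL), stably expressing tet-inducible CBG68-IkBa fusion and CBR; IMDM/0.5% FBS; cpd up to 46 uM; dox induction, 4 h, 37C/5% CO2; dual luminescence; green/red ratio; MG132 control.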
# TSHR antag: blocks TSH signaling through the human TSH receptor; TSHR-expressing cells, TSH-stimulated cAMP HTRF, 2 h; hits give low values; P16473; activity change, negative = inhibition, % at 11.5 µM; hit rate 0.2% among 330,000;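 active = activity change below a set negative limit, meaning inhibition stronger than a set level, cut at about -70% in these data; inconclusive = activity change between two set negative limits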; note: % is set by controls: 0 for no effect and ±100 for the full control effect
#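 Cell-based HTRF cAMP assay; TSHR cells + compound, TSH EC80 (4nM final), 2 h, 37 deg C. Lysis with anti-cAMP cryptate and cAMP-d2, 30 min RT, read 665/620 nm.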
# Mito fusion yeast: blocks mitochondrial division or promotes mitochondrial fusion | S. cerevisiae fusion-defective mutant growth rescue, CellTiterGlo 48 h | Potency, µM (highest dose often 46.1 µM), without a hit: top-dose growth rescue (activation), hits mostly activators | hit rate 0.23% among 320,000;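 note: potency is the fitted concentration of half-maximal effect; % of control where 0% means no effect; nearly all actives have a fitted effect of over 45% in size; temperature-sensitive fusion mutants such as fzo1-1 at 37 °C on non-fermentable ethanol glycerol medium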
#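 S. cerevisiae fusion-defective temperature-sensitive mutants (e.g. fzo1-1, mgm1-5) grown 48 h at 37C in YPEG (ethanol/glycerol non-fermentable) medium with 23 nl compound per well; growth rescue read as CellTiterGlo luminescence.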
# GALK inh: galactokinase (human) inhibition; Purified GALK, Kinase-Glo residual ATP luminescence; Potency, µM (doses to about 57.5 µM), for the others: at the highest dose activity change, negative = inhibition, most hits filed as inhibitors; hit rate 0.007% among 270,000; AID 1868; note: potency is the fitted concentration of half-maximal effect; % is set by controls: 0 for no effect and ±100 for the full control effect
#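 GALK at 5 nM final was combined with compound, 35 uM ATP and 100 uM galactose in HEPES pH8.0 with MgCl2 and DTT. The reaction ran one hour at room temperature before luminescent ATP detection.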
# PKM2 act: PKM2 (human) enzyme activation; purified PKM2, Kinase-Glo ATP luminescence, activation; response scale: 0% is enzyme alone, no compound; Potency, µM (highest dose often 57.5 µM), for the others: at the highest dose activation, most hits filed as activators; hit rate 0.34% among 260,000; AID 1631; note: potency is the fitted concentration of half-maximal effect; % is set by controls: 0 for no effect and ±100 for the full control effect; nearly all actives have a fitted effect of over 55% in size
#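 Kinase-Glo luminescence reports ATP generated from ADP (0.1 mM) and PEP (0.5 mM) by purified hPK-M2 after 1 h at room temperature, pH 7.2 imidazole buffer; intermediate enzyme activity allows detecting inhibitors and activators.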
# MBNL1 CUG block: blocks human MBNL1 binding to CUG repeat RNA. Q9NR56. TR-FRET MBNL1-His/biotin-(CUG)12 binding, 665/545 ratio. Potency, µM (titrated, usually from 57.5 µM), for the others: at the highest dose activity change, negative = inhibition, most hits filed as inhibitors. hit rate 0.036% among 280,000. AID 2675; active = well fitted inhibition curve with a large enough effect in the signal ratio, with a control signal flat, not every such curve was filed as active; inconclusive = small, poorly fitted or top-dose-only effect, or effect the other way, or a change in a side signal; inactive = no such curve, though single readings can be large or run the other way; the % refers to the signal ratio; note: potency is the fitted concentration of half-maximal effect; % is set by controls: 0 for no effect and ±100 for the full control effect
# Target sequence (Q9NR56 whole entry, looked up): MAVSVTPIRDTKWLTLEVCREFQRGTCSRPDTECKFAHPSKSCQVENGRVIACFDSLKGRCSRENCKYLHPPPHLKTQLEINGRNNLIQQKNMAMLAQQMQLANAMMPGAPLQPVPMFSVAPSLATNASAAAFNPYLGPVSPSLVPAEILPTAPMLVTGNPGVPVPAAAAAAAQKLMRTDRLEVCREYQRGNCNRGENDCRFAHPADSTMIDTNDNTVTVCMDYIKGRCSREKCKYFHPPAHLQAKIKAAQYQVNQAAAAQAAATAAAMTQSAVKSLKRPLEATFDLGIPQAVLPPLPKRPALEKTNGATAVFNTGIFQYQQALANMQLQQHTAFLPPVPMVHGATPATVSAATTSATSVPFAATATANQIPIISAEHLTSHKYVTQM
#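 Ratiometric TR-FRET (665 over 545 nm, excitation 340 nm) tracks disruption of MBNL1-His/biotin-(CUG)12 complex after 60 min at room temperature, with compounds at 92 nM to 58 uM final.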
# Eya2 inh: inhibitors of human Eya2 phosphatase activity; recombinant Eya2, OMFP fluorescence dephosphorylation (OMFP is methylfluorescein phosphate); Potency, µM (series often up to 76.9 µM), for the others: at the top dose activity, negative = inhibition, most hits filed as inhibitors; hit rate 0.006% among 330,000; note: potency is the fitted concentration of half-maximal effect; % is set by controls: 0 for no effect and ±100 for the full control effect
#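 Eya2 (0.2 uM) preincubated 10 min at ambient with compound, then OMFP substrate added at 50 uM; 10 min reaction in 50 mM HEPES pH 7.5, 50 mM NaCl, 5 uM MgCl2, 0.05% BSA, 1 mM DTT. Fluorescence read at Ex 485/Em 525 nm.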
# An asterisk follows results filed as active; ? = inconclusive; . = not tested or not shown; [ ] = another dose, or the depositor's remark. Unless noted, calls come from the whole dose curve; as a rule, active = well fitted curve in the direction sought with a large enough effect; inconclusive = small, poorly fitted or top-dose-only effect, or another doubt; inactive = no such curve, though single readings can be large; an effect the other way counts as inactive or inconclusive. These rows are one share of the data; count on the stated rates, not on these rows.
SMILES	Eya2 inh	PKM2 act	Chronic BCR inh	MBNL1 CUG block	Menin MLL FP TR	hERG WT inh	TSHR antag	GALK inh	S-ASM inh	Mito fusion yeast	USP2a block
COc1cc(Cn2c(=O)oc3ccc(C)cc32)ccc1OC(C)C	-3.1%	13.9%	-12.1%	-5.1%	6.9%	-1.3	1.7	0.5%	-2.0%	6.5%	-4.6%
CCC1CN(C(=O)N2CCC(C(=O)NCc3ccc(OC)cc3OC)CC2)c2ccccc2O1 (stereo not drawn)	0.9%	.	-3.1%	-3.6%	.	-6.2	6.6	2.8%	0.7%	1.2%	2.9%
COc1ccc(NC(=O)Nc2cccc3c2O[C@H](CN(C)C(=O)Nc2ccccc2)[C@@H](C)CN([C@H](C)CO)C3=O)cc1	16.5%	.	?	.	.	-16.3	-4.3	.	-4.8%	.	-0.8%
CN(C)c1cc(Cl)c2nonc2c1N	6.7%	-5.6%	11.3%	.	.	-3.8	2.0	?	-0.8%	-1.9%	0.4%
O=C(/C=C/c1ccco1)N1CCN(c2ncccn2)CC1	-4.9%	25.3%	?	.	7.1%	-10.4	-1.9	1.0%	0.9%	0.9%	2.7%
O=C(OCc1ccccc1F)c1ccc2c(c1)-c1ccccc1C2=O	0.3%	-7.3%	.	6.8%	-9.3%	3.6	-11.2	-1.3%	-3.1%	4.1%	-0.5%
O=C(CCn1c(=O)oc2ccc(Cl)cc21)N1CCN(Cc2ccccc2)CC1	5.7%	.	-1.0%	-4.9%	-23.9%	-1.0	-1.8	.	3.8%	4.1%	-0.5%
O=C(NC(=S)Nc1ccc(N2CCN(C(=O)c3ccccc3)CC2)cc1)c1cccs1	-12.3%	-14.0%	?	3.3%	-0.4%	3.9	-49.7	1.0%	-6.3%	2.1%	-3.6%
O=C(Nc1ccc(NC(=O)c2ccccc2)nc1)c1ccncc1	4.4%	-0.1%	-5.6%	-2.4%	-2.2%	.	-3.0	14.5%	0.7%	0.6%	2.6%
COC/C=C/C1=CC2=CC(=O)C(C)(OC(=O)c3cnc4ccccc4n3)C(=O)C2=CN1c1ccccc1 (stereo not drawn)	-0.2%	-5.1%[11.5 µM]	-8.6%	?	-3.7%[11.7 µM]	2.7	-4.9	-0.1%	-2.9%	18.7%	-1.4%
CCN1C(=O)C(CC(=O)Nc2ccc(Br)cc2)N(CCCc2ccccc2)C1=S (stereo not drawn)	-10.6%	3.1%	?	-5.6%	?	-1.1	22.6	-3.7%	-20.4%	-17.5%	-12.3%
Cc1cc(C)cc(OCC(=O)OCC(=O)NC2CC2)c1	-6.1%	.	2.5%	.	.	-3.3	-1.6	.	2.0%	.	3.8%
COc1cc(SC)ccc1C(=O)NCCc1c[nH]c2ccccc12	-0.2%	3.6%	?	-3.7%	37.5%[activator]	0.9	-2.0	-0.8%	-8.2%	-3.8%	-3.0%
COC1=C/C(=C/c2c(N)n3cc(C)sc3nc2=O)C=CC1=O	7.8%	-0.9%	?	8.8%[11.5 µM]	?	7.1	0.3	.	-7.6%	-25.9%	9.1%
COc1cccc(CN2C(=O)c3ccccc3S2(=O)=O)c1	4.5%	-2.4%	-2.3%	-5.6%	-4.7%	-5.1	5.8	-0.1%	3.3%	-0.5%	1.1%
CC1CCN(C(=O)c2[nH]cnc2C(=O)NCc2ccccc2)CC1	-13.4%	.	-0.3%	.	.	.	3.3	.	5.1%	-3.2%	0.9%
COc1ccc(C2c3c(oc4ccc(Cl)cc4c3=O)C(=O)N2CCN2CCOCC2)cc1 (stereo not drawn)	2.8%	-0.1%	-0.5%	?	.	3.2	-1.5	-0.1%	2.1%	-0.1%	-2.2%
CCCCCCSc1ccc(-c2nc3cnccn3c2NCCCC)cc1	-17.9%	.	-1.4%	.	.	.	-16.3	.	.	.	0.0%
NC(=O)C1CCN(C(=O)C2c3ccccc3C(=O)N3CCc4ccccc4C23)CC1 (stereo not drawn)	-1.4%	3.7%	-0.6%	10.7%	-17.5%	0.6	20.6	-0.5%	13.7%	0.1%	-4.7%
COC(CNC(=O)[C@H](Cc1ccccc1)N1Cc2ccccc2C1=O)OC	10.0%	.	-2.1%	-2.7%	-13.0%	3.6	7.2	2.6%	0.8%	1.1%	-3.0%
CC(C)(C)c1nnc(NC(=O)c2ccc(Cl)nc2)s1	-9.1%	1.1%	-0.3%	-4.9%	-24.7%	-14.0	2.9	0.5%	-3.9%	11.1%	3.2%
O=C(CC1SC(N2CCOCC2)=NC1=O)Nc1cccc(C(F)(F)F)c1 (stereo not drawn)	-4.7%	.	?	.	.	6.4	.	.	-1.5%	.	3.2%
O=C(O)CCCn1c(O)c(C=C2N=c3ccccc3=N2)sc1=S	14.2%	1.1%	?	?	.	-5.1	-6.4	2.7%	-9.8%	25.0%	-0.7%
COc1ccc(Nc2cccc3ccccc23)cc1	5.0%	.	-8.6%	.	.	-1.7	-7.5	.	37.1%[activator]	10.0%	0.5%
O=C(Nc1cc2c3c(c1)C1CCCC1CN3CC1CCCC21)c1ccc([N+](=O)[O-])cc1 (stereo not drawn)	2.9%	2.6%	5.8%	8.4%	?	0.6	0.4	-0.2%	-8.6%	2.7%	3.7%
CCN1C(=O)c2cccc3c(S(=O)(=O)Nc4ccccc4OC)ccc1c23	5.0%	5.9%	?	?	22.2%	-2.7	-11.1	-3.2%	.	6.8%	3.3%
CC(C)CNC(=O)c1ccccc1NC(=O)/C=C/c1cccc([N+](=O)[O-])c1	3.0%	-4.2%	2.8%	.	11.3%	-2.5	14.6	0.3%	5.0%	-1.8%	2.2%
Cc1ccc(C)c(NC(=O)CNS(=O)(=O)c2ccccc2)c1	-13.5%	-1.1%	?	-5.2%	19.7%	-8.4	0.4	0.3%	-0.6%	-5.4%	3.2%
CN(CC(=O)Nc1cccc(F)c1)C(=O)c1cc([N+](=O)[O-])ccc1N1CCCCC1	12.9%	.	-1.8%	.	.	-23.4	19.0	.	-6.2%	13.0%	1.1%
COc1ccc(Cc2nc3ccc(C(=O)N(C)Cc4cc(C)[nH]n4)cc3o2)cc1OC	-7.4%	-0.8%	9.7%	7.3%	-10.9%	15.7	-11.9	2.1%	2.6%	-4.3%	4.0%
CC(Cc1nnc(N)s1)c1ccccc1 (stereo not drawn)	12.0%	-2.4%[11.5 µM]	2.3%	2.3%	-3.4%	3.4	-9.0	-0.8%	-2.5%	-1.2%	-0.9%
Cc1ccc(NC(=O)CC2S/C(=N/c3nccs3)N(C)C2=O)cc1C (stereo not drawn)	-0.9%	-4.4%	6.4%	-2.5%	7.7%	-2.1	23.1	-1.5%	1.4%	0.2%	2.3%
O=C(O)c1nc(N2CCOCC2)nc(N2CCOCC2)n1	2.0%	0.1%	-3.3%	-3.2%	-6.1%	10.1	17.2	0.1%	2.4%	-6.9%	-0.6%
Cc1ccc(OCC(=O)N2CCCC(CCC(=O)N(C)CCc3ccccn3)C2)cc1 (stereo not drawn)	-4.5%	6.3%	4.2%	3.9%	-8.9%	-6.2	1.7	2.4%	3.7%	3.9%	-6.9%
Cc1ccccc1-c1c(C)oc2cc(O)ccc2c1=O	2.1%	-4.7%	-13.8%	-6.8%	-16.7%	-2.6	-10.4	3.0%	109.6%[activator]	9.3%	1.5%
Cc1n(Cc2ccccc2)c2cc([N+](=O)[O-])ccc2[n+]1Cc1ccccc1	10.1%	1.9%	-4.0%	?	-15.9%	1.0	2.4	3.0%	-2.6%	0.1%	0.1%

# Source: PubChem BioAssay
